# D3 antag: blocks the human D3 dopamine receptor; max response, negative = inhibition, %; D3R cells, DiscoveRx beta-arrestin luminescence, antagonist mode; stronger effect = lower value; hit rate 2.5% among 360,000; in the data active means max response below about -50%; inconclusive means no clear call, values can overlap the other calls; further: on the % scale 0 is the no-effect control and ±100 the full control effect; mostly tested at two doses, the higher about 12 µM
#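 Cells expressing the human receptor were seeded at 1500 cells/well, incubated overnight at 37 degrees C in 5% CO2, then exposed to library compounds with dopamine controls for 90 minutes at 37 degrees C before luminescent detection.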
# DRD3 agonist: D3 dopamine receptor (human) agonism; AID 652048; hit rate 0.58% among 410,000; max activation, %; D3R DiscoveRx beta-arrestin cells, luminescence, 90 min; in the data active means max activation above about 30%; further: 0% is about no effect; mostly tested at two doses, the higher about 12 µM
#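 Cells at 1500/well, incubated overnight, then treated with pinned compounds (dopamine as control) for 90 min at 37 degrees C. DiscoveRx reagent added for 30 - 60 minutes at room temperature; luminescence read.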
# aSyn yeast inh: inhibitors of alpha-synuclein toxicity in yeast; Yeast expressing alpha-synuclein, growth rescue, BacTiter-Glo, 24 h; Potency, µM (doses to about 46.1 µM), without a hit: top-dose growth rescue (activation), hits mostly activators; hit rate 0.14% among 370,000; AID 652106; further: potency means the concentration at half of the fitted maximal effect; % of control where 0% means no effect; nearly all actives have a fitted effect of over 65% in size
#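 Galactose-induced alpha-syn yeast (OD600=0.02, raffinose-pregrown) + pinned cpd, 24 hr, 30 deg C; growth by BacTiter-Glo luminescence. Growth restoration scores as activation.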
# KB-V1 cytotox: KB-V1 MDR subline cytotoxicity | KB-V1 MDR cells viability, CellTiter-Glo, 72 h | Potency, µM (titrated, usually from 46.1 µM), for the others: at the top dose activity change, negative = cytotoxicity, hits mostly cytotoxic | hit rate 3.4% among 400,000; further: potency means the concentration at half of the fitted maximal effect; on the % scale 0 is the no-effect control and ±100 the full control effect; nearly all actives have a fitted effect of over 60% in size
#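 Potencies derive from concentration-effect curves fitted to normalized luminescence (CellTiter-Glo) of KB-V1 cells treated for 72 h at 37 degrees C in phenol-red-free DMEM containing 10% FBS.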
# PTHR1 ag: agonists of human PTHR1 parathyroid hormone receptor; Q03431; HEK293 GP2 PTHR1 cells, GloSensor cAMP luminescence, 1 h; Potency, µM (titrated, usually from 115 µM), for inactives: at the top dose activation, usual class: activators; hit rate 0.075% among 410,000; AID 743266; further: potency means the concentration at half of the fitted maximal effect; nearly all actives have a fitted effect of over 55% in size; some results filed as inactive show a strong effect at the top dose; inactives centre near -15; many of its hits are not listed in these tables
# Target sequence (Q03431 whole entry, looked up): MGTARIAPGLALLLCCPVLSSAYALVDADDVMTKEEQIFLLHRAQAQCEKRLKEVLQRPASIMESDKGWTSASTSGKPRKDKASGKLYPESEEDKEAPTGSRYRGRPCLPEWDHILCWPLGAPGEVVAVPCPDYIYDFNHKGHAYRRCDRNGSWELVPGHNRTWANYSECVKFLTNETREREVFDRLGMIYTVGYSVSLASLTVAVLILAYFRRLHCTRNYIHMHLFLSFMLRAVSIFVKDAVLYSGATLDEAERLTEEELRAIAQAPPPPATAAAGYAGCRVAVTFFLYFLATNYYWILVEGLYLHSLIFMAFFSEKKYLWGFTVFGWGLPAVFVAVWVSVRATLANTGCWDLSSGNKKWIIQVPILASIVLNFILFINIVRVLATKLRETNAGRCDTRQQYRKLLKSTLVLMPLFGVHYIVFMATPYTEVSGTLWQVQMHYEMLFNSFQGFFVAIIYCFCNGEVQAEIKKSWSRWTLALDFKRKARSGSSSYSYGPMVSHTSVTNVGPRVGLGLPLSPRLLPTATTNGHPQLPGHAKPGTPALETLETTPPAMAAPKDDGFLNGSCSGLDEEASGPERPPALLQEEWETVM
#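 HEK-293-derived GP2 cells expressing PTHR1 and a GloSensor cAMP reporter, 3,000/well, plated overnight, given luciferin plus IBMX (each 0.5 mM as added) for 1 h at 37 °C, then compound for 1 h at 37 °C. Luminescence was read after 15 min at room temperature.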
# GLP1R ag: GLP-1 receptor (human) agonism. Potency, µM (highest dose often 45.6 µM), inactives show at the top dose activation, hits mostly activators. P43220. HEK293 GLP-1R CRE-luciferase, luminescence, 4-6 h; cells express a hypersensitive GLP-1R form. hit rate 0.007% among 380,000; further: potency means the concentration at half of the fitted maximal effect; % of control where 0% means no effect
# Target sequence (P43220 whole entry, looked up): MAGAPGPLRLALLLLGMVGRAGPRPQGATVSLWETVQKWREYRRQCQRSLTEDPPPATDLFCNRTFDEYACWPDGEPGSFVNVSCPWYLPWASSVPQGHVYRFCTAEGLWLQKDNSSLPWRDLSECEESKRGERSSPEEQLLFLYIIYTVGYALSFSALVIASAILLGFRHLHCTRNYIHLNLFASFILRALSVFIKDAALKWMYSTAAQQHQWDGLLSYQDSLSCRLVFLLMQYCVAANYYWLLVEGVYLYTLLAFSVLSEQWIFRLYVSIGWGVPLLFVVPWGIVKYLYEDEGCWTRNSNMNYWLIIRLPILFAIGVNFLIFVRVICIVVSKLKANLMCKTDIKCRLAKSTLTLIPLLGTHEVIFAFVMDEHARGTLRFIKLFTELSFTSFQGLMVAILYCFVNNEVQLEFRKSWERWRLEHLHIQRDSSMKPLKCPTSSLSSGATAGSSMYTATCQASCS
# TDP-43 yeast inh: inhibitors of TDP-43 toxicity in yeast. TDP-43 expressing yeast growth rescue, BacTiter-Glo, 24 h. Potency, µM (titrated, usually from 46.1 µM), for inactives: top-dose growth rescue (activation), hits mostly activators. hit rate 1.8% among 410,000; further: potency means the concentration at half of the fitted maximal effect; % of control where 0% means no effect; nearly all actives have a fitted effect of over 50% in size
#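 Yeast expressing TDP-43 (pregrown in raffinose, seeded at OD600=0.02 in galactose medium) exposed to compounds 24 hr at 30 deg C. Growth read by BacTiter-Glo luminescence; rescue of toxicity appears as increased signal.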
# GLP1R cytotox: cytotoxic in the GLP-1 receptor inverse agonist counter-screen. AID 624418. Potency, µM (series often up to 38.3 µM), inactives show at the highest dose activity change, negative = inhibition, most hits filed as inhibitors. hit rate 0.13% among 410,000. HEK293 cAMP-luciferase reporter cells, luminescence, 24 h;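 further: loss of luciferase light is scored as toxicity; potency means the concentration at half of the fitted maximal effect; on the % scale 0 is the no-effect control and ±100 the full control effect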
#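 1536-well qHTS counterscreen of the MLSMR; 200 cells/uL, 12 h pre-incubation, 23 nL cpd, 24 h at 37 deg C 5% CO2, luciferase detection reagent, 12 min RT, luminescence. Inhibition = undesired.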
# GLP-1R inv ag: inverse agonists of human GLP-1 receptor; HEK293 GLP-1R CRE-luciferase, luminescence, 24 h; GLP-1R form is constitutively active; Potency, µM (highest dose often 38.3 µM), for inactives: at the highest dose activity change, negative = inhibition, actives largely listed as inhibitors; hit rate 1.6% among 410,000; further: potency means the concentration at half of the fitted maximal effect; on the % scale 0 is the no-effect control and ±100 the full control effect; nearly all actives have a fitted effect of over 55% in size
#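 Inverse agonism was detected as reduced cAMP-driven luciferase luminescence after 24 h compound treatment. The cells were HEK293 clones expressing constitutively active human GLP-1R with the reporter. Reporter-only and GPR119 cell lines served as counterscreen controls.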
# * = called active by the depositor; i = inactive; u = inconclusive; x = not tested or not shown; [ ] = another dose, or the depositor's remark. Unless noted, the call rests on the fitted dose curve; in most records, active means well fitted curve in the direction sought with a large enough effect; inconclusive means small, poorly fitted or top-dose-only effect, or another doubt; inactive means no such curve, though single readings can be large; an effect the other way counts as inactive or inconclusive. This is a subset; the hit share may differ from the screen's.
no.	SMILES	D3 antag	DRD3 agonist	aSyn yeast inh	KB-V1 cytotox	PTHR1 ag	GLP1R ag	TDP-43 yeast inh	GLP1R cytotox	GLP-1R inv ag
1	COc1ccc(N2CCN(C(=O)CCS(=O)(=O)c3cc4c(cc3Cl)NC(=O)CO4)CC2)cc1	x	-6	-4%	-14%	-7%	11%	-1%	-5%	-1%
2	COc1ccc(-c2nn(CC(=O)N(C)C)c(=O)c3ccccc23)cc1	12	1	6%	-5%	-7%[57.5 µM]	11%	22%	-13%	40%[activator]
3	O=C(CNC(=O)c1ccco1)NNC(=O)c1ccc(Br)cc1	9	-1	2%[1.84 µM]	u	-23%	0%	7%	1%	12%
4	COc1ccc(/C=N/NC(=O)c2cc(C)on2)c2ccccc12	-3	3	9%	-1%	i	8%	10%	-13%	u
5	CC(C)NC(=O)C(=O)NC1CCCCCC1	12	2	-2%	20%	-2%	-25%	11%	-1%	8%
6	Cc1ccc(-c2nnc(-c3cccc4ccccc34)o2)cc1	-11	4	-8%	-13%	-34%[inhibitor]	1%	-8%	-70%	u
7	Cc1cc(=O)[nH]c2nnc(SCCC(C)C)n12	x	-15	x	x	u	x	0%	9%	-1%
8	CCOCCCNC(=O)C(c1ccccc1)N(Cc1ccc2c(c1)OCO2)C(=O)c1ccc(NC(C)=O)cc1 (stereo not given)	x	4	x	u	-7%	x	8%	11%	6%
9	CCOC(=O)CCCCC(=O)c1[nH]c(=O)[nH]c1CN1CCOCC1	8	12	-5%	-8%	i	-1%	-16%	-10%	-3%
10	CC(C)(C)c1ccc(C(=O)NCCc2csc3nc(-c4ccccc4F)nn23)cc1	x	3	x	-9%	-29%	x	35µM*	-6%	u
11	Cc1ccccc1NC(=O)C(=O)NCc1ccccn1	-9	17	0%	13%	i	-1%	-26%	6%	0%
12	CCOc1cc(N2CCOCC2)c(OCC)cc1NC(=O)Cn1cnc2c(=O)n(C)c(=O)n(C)c21	1	11	-7%	u	i	2%	11%	6%	13%
13	N#Cc1nnn(Cc2ccccc2)c1N	-18	1	1%	-11%	-5%	5%	0%	-7%	14%
14	COc1ccc(Cc2nnc(NC(=O)c3ccc(C)cc3)s2)cc1OC	0	5	-5%	-7%	-28%	3%	-4%	-2%	16%
15	CC1CNC(=S)N(c2ccc(F)cc2)C1=O (stereo not given)	-12	-5	-6%	-15%	-11%	1%	20%	8%	20%
16	COCCNC(=O)COc1ncnc2scc(-c3ccc(F)cc3)c12	0	2	3%	1%	-4%	1%	0%	-9%	18%
17	COc1ccc(Cn2nnnc2C(c2cc3cccc(C)c3[nH]c2=O)N2CCN(C)CC2)cc1 (stereo not given)	12	2	1%	6%	-2%	4%	0%	5%	2%
18	COc1ccc(C(=O)/C=C/C(=O)N(CC(=O)NC2CCCCC2)CC2CCCO2)c(O)c1 (stereo not given)	u	-5	11%	u	-43%[inhibitor]	1%	13%	-11%	-7%
19	CC1CC(C)CN(C(=O)Cn2c(=O)n(CCCC(=O)NCc3ccco3)c(=O)c3sccc32)C1 (stereo not given)	-8	-11	-1%	6%	i	13%	-9%	-4%	-3%
20	COc1cc(NS(=O)(=O)c2ccc(NC(=O)c3cccc(F)c3)cc2)nc(OC)n1	x	-24	x	7%	i	x	-8%	11%	13%
21	Cc1ccc(-c2noc(-c3ccccc3C(=O)N3CCCC3)n2)cc1	54	-1	13%	0%	-4%[57.5 µM]	17%	-15%	-12%	-18%
22	O=c1[nH]c(-c2ccco2)nc2sc3c(c12)CCCC3	5	16	-7%	18µM*	-19%	5%	18µM*	-25%	6%
23	COc1cccc(COC(=O)Nc2ccccc2F)c1	19	1	2%	u	-6%	21%	-2%	-2%	u
24	COc1ccc(CC(=O)Nc2ccc3nc(Nc4cccc(Cl)c4)cc(C)c3c2)cc1OC	x	-10	x	u	i	-7%	21%	-2%	u
25	CCN(CC)Cc1c(O)ccc2c(=O)c(Oc3ccccc3OC)c(C)oc12	1	1	-2%	-2%	i	2%	6%	1%	-14%
26	COc1ccc(-n2c(O)c(C=Nc3ccccc3)c3ccccc3c2=O)cc1	-11	-4	3%	0%	i	-2%	-15%	-6%	1%
27	CCOC(=O)c1ccc(N2CCN(c3cc(Cl)ccc3C)CC2)c(NC(=O)Nc2ccc(OCC)cc2)c1	x	-3	x	x	i	x	7%	-11%	1%
28	CCOC(=O)CN/C=C(\C#N)c1ccccc1	9	-2	5%	3%	i	-7%	19%	7%	0%
29	Cc1nn(C)c(C(=O)Nc2ccc(Cn3cccn3)cc2)c1[N+](=O)[O-]	2	3	2%	-21%	-4%	0%	3%	-4%	-6%
30	CCOc1ccc(S(=O)(=O)N2CCN(C(=O)C3CSC4(C)CCC(=O)N34)CC2)cc1 (stereo not given)	-25	-19	-2%	u	i	-14%	10%	-17%	6%
31	O=C(c1ccc(F)cc1)N1CCN(c2ccc([N+](=O)[O-])c(N3CCCCC3)c2)CC1	-27	-4	17%	u	i	4%	5%	u	0%
32	Cc1noc(C)c1CSc1ccc2ccccc2n1	7	8	17%	21µM*	-24%	4%	7%	-4%	-4%
33	O=C(CN1C(=O)NC2(CCc3ccccc32)C1=O)c1ccc(F)cc1 (stereo not given)	0	-10	3%	-3%	i	1%	-32%[inhibitor]	6%	-25%
34	CC(=O)Nc1nc(-c2ccc3c(c2)CCN3S(C)(=O)=O)cs1	6	2	1%	-19%	-26%	10%	-7%	2%	4%
35	CNC(=O)C1CC(=O)N(c2ccc(OCC(=O)NCc3ccccc3)cc2)C1 (stereo not given)	-8	-6	-3%	2%	4%	5%	-5%	0%	-6%
36	Cc1ccc(-n2cc(CCCCCCCCC(=O)O)nn2)cc1	2	30*	9%	u	-19%	2%	16%	7%	25%
37	COC(=O)C1=C(C(=O)OC)[C@@H]2Nc3ccccc3[C@@]23C[C@@H](C(=O)OC)N(C(=O)c2cc(C)oc2C)C3=N1	1	3	-5%	12%	i	-2%	-2%	-7%	-16%
38	COc1ccc(-n2cc(C(=O)NCc3ccccc3)c3ccccc3c2=O)cc1	x	3	x	x	-12%	x	10%	1%	18%
39	O=C(CN1CCN(Cc2ccc(Cl)cc2)CC1)N/N=C/C=C/c1ccccc1[N+](=O)[O-]	-12	1	3%	-28%	-46%[inhibitor]	-3%	10%	-11%	u
40	Cc1ccc(NC(=O)C(C)N2C(=O)c3ccccc3C2=O)c(C)c1 (stereo not given)	4	3	0%	1%	-14%	7%	27%	4%	6%
41	COc1ccc(NC(=O)Cn2nnc(C(=O)NCc3ccco3)c2N)cc1	-1	-5	-3%	-2%	-11%	-2%	-10%	-33%	-3%
42	Cc1cccc(NC(=O)CSc2nnc(CNC(=O)c3cccc(C)c3)n2-c2ccccc2)c1	x	-13	x	5%	i	x	-3%	-11%	u
43	COc1cccc(C2CC(c3ccc(Br)cc3)=NN2C(=O)c2ccncc2)c1OC (stereo not given)	0	0	29%	u	-7%	16%	u	-9%	10µM*
44	COc1ccc2nc(-c3ccccc3)[nH]c(=O)c2c1	-16	-13	0%	-3%	-35%[inhibitor]	9%	u	4%	14%
45	COc1cc(NC(c2ccccc2)c2ccccc2)cc(OC)c1OC	-1	-7	1%	-6%	-19%	5%	-19%	1%	-9%
46	CCCN(CC(=O)Nc1ccccc1C)C(=O)c1ccc(NC2CC2)c([N+](=O)[O-])c1	10	5	4%	-2%	-5%	22%	-13%	-12%	-29%
47	CC(C)[C@H](NC(=O)c1nn(Cc2ccccc2)c(=O)c2ccccc12)C(=O)O	5	3	8%	-6%	-17%	0%	-14%	3%	3%
48	Cc1cc(N2CCCCC2)nc2ccc(NC(=O)/C=C/c3ccc(OCCC(C)C)cc3)cc12	x	3	x	1%	i	x	u	-5%	0%
49	CSc1ccc(S(=O)(=O)N2CCC(C(=O)Nc3ccc(NC(C)=O)cc3)CC2)cc1	-11	5	1%	0%	i	9%	-2%	-8%	u
50	CC(C)(C)NC(=O)NC(=O)CN1CCN(c2cccc(Cl)c2)CC1	11	8	2%	26%	-24%	9%	-6%	-3%	u
51	Cc1ccc(C2CN(C)C3(C(=O)Nc4ccccc43)C23COc2ccccc2C3=O)cc1 (stereo not given)	-1	-1	3%	21µM*	-29%	-3%	3.5µM*	-9%	u
52	O=C(/C=C/c1ccc2c(c1)OCO2)NCCS(=O)(=O)N1CCN(c2ccccc2)CC1	-12	-3	0%	3%	-20%	8%	17%	-6%	-31%
53	O=C(Cn1c(=O)n(-c2ccccc2)c(=O)c2sccc21)NCc1ccccc1	30	1	4%	u	-20%	-2%	14%	3%	5%
54	Cc1cc2c(=O)n(C)c(SCC(=O)Nc3cccc(O)c3)nc2s1	-9	-3	-2%	-20%	-12%	16%	-12%	-2%	40%[activator]
55	CCc1ccc(OCC(=O)OCC(=O)c2c(N)n(C)c(=O)n(C)c2=O)cc1	6	1	-1%	1%	-23%	0%	2%	6%	2%
56	O=C(NCc1ccc2c(c1)OCO2)C1CCN(c2ncccn2)CC1	16	-2	-3%	u	-5%[57.5 µM]	-7%	13%	-19%	6%
57	O=S(=O)(c1cccc2nonc12)N1CCCCC1	-16	-9	-5%	-13%	-11%	-2%	14%	19%	2%
58	Cc1ccc(S(=O)(=O)Nc2c(C)cc(C)nc2Cl)cc1	-13	0	-3%	14%	i	-5%	6%	7%	2%

# High-throughput results as filed in PubChem.
